Source: PubChem
Vc quorum ag: inducers of Vibrio cholerae quorum light production without autoinducers, primary screen, BH1578 luxS cqsA deficient, single point; activation, % at 18.7 µM; V. cholerae BH1578 lux reporter, luminescence, 6 h; 0.16% of 350,000 active; AID 588436, 2011; in the data active means activation mostly above about 9.7%, no sharp cut-off; inconclusive means no clear call, values can overlap the other calls; inactive means mostly below about 3.7%; further: not every result past the cut was called active; inactives centre near 0; reference of the scale not given here
Yp Topo-I inh: Yersinia pestis topoisomerase I inhibitors, primary screen, biochemical, cleavage product accumulation, plate reader, single point; AID 504884, 2011; Y. pestis Topo-I cleavage product accumulation; activity, % at 10 µM; DNA topoisomerase I (Yersinia pestis CO92); 0.064% of 360,000 active; in the data active means activity above about 50%, passing the limit was not always enough; inconclusive means no clear call, values can overlap the other calls; further: inactives centre near 2
Mtb UGM inh: M. tuberculosis UGM enzyme inhibitors, primary screen, biochemical, fluorescence polarization, single point | UDP-galactopyranose mutase (Mycobacterium tuberculosis (strain ATCC 25618 / H37Rv)), … | purified UGM, fluorescence polarization probe displacement | inhibition, % at 10 µM | 0.06% of 320,000 active | AID 504406, 2011; in the data active means inhibition above about 10%, passing the limit was not always enough; inconclusive means no clear call, values can overlap the other calls
Target sequence (P9WIQ1 whole entry, looked up): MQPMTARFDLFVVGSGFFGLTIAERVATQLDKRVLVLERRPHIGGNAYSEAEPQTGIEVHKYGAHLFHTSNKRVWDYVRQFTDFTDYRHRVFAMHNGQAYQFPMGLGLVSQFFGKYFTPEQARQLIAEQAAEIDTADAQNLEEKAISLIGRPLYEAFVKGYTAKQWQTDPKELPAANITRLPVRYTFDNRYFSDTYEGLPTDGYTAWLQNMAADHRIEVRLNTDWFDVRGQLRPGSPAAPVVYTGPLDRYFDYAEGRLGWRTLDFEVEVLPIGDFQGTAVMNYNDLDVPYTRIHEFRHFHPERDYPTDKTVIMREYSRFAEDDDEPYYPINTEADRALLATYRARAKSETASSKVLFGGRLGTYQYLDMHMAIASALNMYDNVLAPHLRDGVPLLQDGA
FadD28 binding: inhibitors of FadD28 bisubstrate probe binding, primary screen, biochemical, fluorescence polarization, single point. 0.22% of 360,000 active. AID 588549, 2011. Mycobacterium tuberculosis FadD28 fatty-acid-AMP ligase. inhibition, % at 12.5 µM; in the data active means inhibition above about 8.5%, passing the limit was not always enough; inconclusive means no clear call, values can overlap the other calls
PfHsp40 rescue: rescue of yeast from PfHsp40 toxicity, primary screen, S. cerevisiae, ATP luminescence; AID 504582, 2011; growth rescue, % at 12.5 µM; 0.68% of 340,000 active; S. cerevisiae expressing PfHsp40, growth rescue; in the data active means growth rescue above about 28%, passing the limit was not always enough; inconclusive means no clear call, values can overlap the other calls;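 further: yeast W303a lacking pdr1 and pdr3 grown in galactose medium; growth measured after three days at 30 °C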
GDH-TPI inh: GDH-TPI coupling enzyme inhibitors, primary screen, artefact control for M. tuberculosis FBA inhibitor project, biochemical, absorbance, full deck | 1.2% of 360,000 active | GDH-TPI coupled enzyme counterscreen, NADH absorbance | inhibition, % at 4.8 µM; in the data active means inhibition above about 30%;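 further: 0% = DMSO wells and 100% = wells lacking the enzyme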
TcdB GH inh: TcdB glycohydrolase inhibitors, primary screen, biochemical, single point, plate reader. 0.24% of 350,000 active. inhibition, % at 9.99 µM. Toxin B (Clostridioides difficile), P18177. TcdB glycohydrolase enzymatic assay; in the data active means inhibition above about 10%
FBA Mtb inh: Mtb FBA enzyme inhibitors, primary screen, biochemical, fluorescence, strain H37Rv | purified M. tuberculosis FBA, fluorescence read-out | inhibition, % at 1 µM | 2.3% of 360,000 active; in the data active means inhibition above about 27%;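 further: 0% = vehicle and 100% = reference inhibitor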
Target sequence (P9WQA3 whole entry, looked up): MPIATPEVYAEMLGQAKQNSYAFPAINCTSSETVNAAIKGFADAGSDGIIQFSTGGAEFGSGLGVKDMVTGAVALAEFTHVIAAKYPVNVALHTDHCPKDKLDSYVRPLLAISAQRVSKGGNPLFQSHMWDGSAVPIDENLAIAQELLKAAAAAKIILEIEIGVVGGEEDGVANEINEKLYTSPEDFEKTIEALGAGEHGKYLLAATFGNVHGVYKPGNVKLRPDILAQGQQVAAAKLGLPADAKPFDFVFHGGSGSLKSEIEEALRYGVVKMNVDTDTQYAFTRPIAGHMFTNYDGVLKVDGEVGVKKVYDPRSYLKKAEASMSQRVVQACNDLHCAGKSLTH
BioA inh: M. tuberculosis BioA enzyme inhibitors, primary screen, biochemical, plate reader, single point, HTS. 7,8-diaminopelargonic acid synthase BioA (Mycobacterium tuberculosis). purified M. tuberculosis BioA enzyme. inhibition, % at 9.99 µM. 0.096% of 360,000 active; in the data active means inhibition above about 40%; inconclusive means no clear call, values can overlap the other calls
An asterisk follows results filed as active; i = inactive; ? = inconclusive; · = not tested or not shown. Compounds were not picked by outcome; any-hit rate near 4.6%.

SMILES	Vc quorum ag	Yp Topo-I inh	Mtb UGM inh	FadD28 binding	PfHsp40 rescue	GDH-TPI inh	TcdB GH inh	FBA Mtb inh	BioA inh
Cc1ccc(SCC(=O)OCC(=O)N(C)CC(=O)Nc2ccc(F)cc2)cc1C	-5.0	16	-0.9	-5.7	-0.7	-9	8.6	-1	0.7
O=C(NCCc1ccccc1)c1cccc([N+](=O)[O-])c1	-0.4	-4	-0.9	-3.1	-0.2	-5	-0.1	-2	-0.9
CCOc1ccc(S(=O)(=O)N2CCCC(C(=O)NCc3ccccc3)C2)cc1 (stereo unspecified)	0.6	14	-5.3	1.7	-1.0	-2	1.5	-3	-2.8
COc1cc(/C=N/NC2=NS(=O)(=O)c3ccccc32)cc(OC)c1OC	-0.6	5	2.2	-4.1	-0.8	12	0.6	-3	-0.7
CC(C)c1nc2oc3c(NCC4CCCO4)ncnc3c2c2c1COC(C)(C)C2 (stereo unspecified)	-1.4	10	·	-0.6	-0.1	11	·	14	-0.7
O=C(COC(=O)c1ccccn1)Nc1ccccc1Cl	i	-4	1.4	0.1	-0.9	7	·	0	-0.9
Cc1nnc(SCc2nnc(-c3ccccc3Br)o2)s1	i	1	-3.8	-5.0	-0.5	3	1.1	1	·
CCCc1[nH]nc2c1C(c1ccc(OCCN3CCOCC3)c(OCC)c1)C(C#N)=C(N)O2 (stereo unspecified)	-2.2	7	-0.8	-3.5	0.0	-5	·	0	-0.3
C=CCN(c1ccccc1)S(=O)(=O)c1cccc(C(=O)Nc2ncccc2O)c1	-2.1	4	-0.2	-4.1	-0.6	1	·	-1	0.9
Cc1cc(NC(=O)c2cc([N+](=O)[O-])cc([N+](=O)[O-])c2)no1	-0.3	-1	4.6	-1.7	·	5	-1.4	0	0.0
Cc1ccccc1NS(=O)(=O)CCCCC(Cl)(Cl)Cl	0.1	12	-3.9	-0.9	1.5	-3	1.2	1	·
Cn1c(=O)c2c([nH]c(=O)n2C)n(Cc2ccccc2)c1=O	-0.4	14	-2.2	-0.9	·	3	-0.7	1	-2.3
COc1ccc(C(=O)C2CCCN(C(=O)/C=C/c3ccccn3)C2)c(C)c1 (stereo unspecified)	-0.3	7	2.7	-1.6	-0.7	3	·	1	·
COc1ccc(NS(=O)(=O)c2cccc(C(=O)NCC3(N4CCCCC4)CCCCC3)c2)cc1	i	-15	-1.8	-2.5	·	-4	3.7	2	·
COc1ccc(C(=O)N2CCN(C(=O)C3CCCO3)CC2)cc1[N+](=O)[O-] (stereo unspecified)	i	5	-0.3	-0.8	-0.4	12	0.1	1	-3.4
Cc1cc([N+](=O)[O-])cc2c1NCC1CC=CC21 (stereo unspecified)	-0.8	-4	1.2	0.5	-0.2	5	1.5	-3	·
O=C(NCCCN1CCCC1=O)c1ccccc1NS(=O)(=O)c1ccc(F)cc1	-0.7	-2	-1.1	-0.9	-0.5	11	·	6	-2.9
COc1cc(NC(=O)NCCN2CCN(c3ccc(Cl)cc3)CC2)ccc1C	-0.2	-5	4.9	-2.8	1.1	4	·	1	0.0
Cc1c(S(=O)(=O)NCc2ccccc2)c(=O)n(C)c(=O)n1C	-4.8	4	0.3	-0.1	0.2	1	0.9	2	0.3
Cc1cccc(Cn2c(N3CCN(c4ccccc4)CC3)nc3c2c(=O)n(C)c(=O)n3C)c1	7.1	17	-0.4	-2.1	?	·	·	·	-0.1
COc1ccc(C(c2c(C)n(C)n(-c3ccccc3)c2=O)c2c(C)n(C)n(-c3ccccc3)c2=O)c(OC)c1OC	i	0	-0.7	0.5	0.7	-4	0.1	-3	-0.9
Cc1ccccc1C(=O)NC(=S)N(C)C1CCCCC1	-0.6	10	1.1	-2.7	-1.1	-2	1.1	4	0.2
CCOC(=O)N1CCN(S(=O)(=O)c2ccc(C(=O)Nc3nc4ccccc4s3)cc2)CC1	i	-2	2.4	-1.1	0.8	2	1.9	-2	-2.2
Cc1cccc([C@H]2[C@@H]3C=CC[C@@H](C)[C@@H]3C(=O)N2Cc2ccccc2)c1	i	-3	·	-0.7	3.4	-5	0.8	5	0.4
Cc1ccc(C(=O)Nc2cccnc2)cc1NC(=O)c1ccco1	-0.2	-6	1.3	-2.6	0.1	1	·	1	14
SMILES	Vc quorum ag	Yp Topo-I inh	Mtb UGM inh	FadD28 binding	PfHsp40 rescue	GDH-TPI inh	TcdB GH inh	FBA Mtb inh	BioA inh
CN1C[C@@H](CO)O[C@@H](n2cnc3c(N4CCOCC4)ncnc32)C1	0.5	1	·	-2.6	·	-4	-0.5	-2	-0.1
CCc1nc2ccc(C(=O)NCc3ccc4c(c3)OCO4)cn2c1N(C)C(=O)Cc1ccccc1	-0.6	2	·	-3.9	·	-5	0.7	-2	-0.2
CC(CCc1ccccc1)NC(=O)CSc1nnnn1C (stereo unspecified)	-10	2	2.2	-1.2	-1.1	6	1.1	4	-0.5
Cc1ccc(NC(=O)CSCC(=O)Nc2ccccc2N2CCCC2)cc1	i	-8	-1.2	-2.2	-0.1	11	0.9	5	·
CCOc1ccc(S(=O)(=O)NCCSc2ccccc2)cc1	-0.3	1	-1.5	-3.7	2.8	-1	·	2	1.2
CCCn1c2ccccc2c2nnc(SCC(=O)OC)nc21	-12	3	2.7	0.3	0.2	12	·	1	0.8
O=S(=O)(c1cc(F)ccc1F)N1CCN(C2CCCCC2)CC1	-0.6	0	-1.0	0.0	-0.5	3	1.5	-1	-0.9
CN(C)CCn1c2c(c(SCC(=O)Nc3cccc4ccccc34)nc1=O)CCCC2	i	-9	1.4	1.0	·	7	0.2	4	·
Cc1cnc(-c2nnc(N(C)C(=O)c3cccnc3)s2)cn1	-0.3	6	0.6	-3.7	0.4	9	·	6	-1.5
COc1ccc(C2NC(=O)NC(C)=C2C(=O)OCC2CCCCC2)cc1OC (stereo unspecified)	i	22	2.1	-1.0	-1.1	-1	-9.5	0	4.9
Cc1cccn2c(=O)c(C=C(C#N)C#N)c(N3CCN(C)CC3)nc12	0.7	0	0.3	1.3	-1.7	17	1.4	1	2.9
COc1ccc(CSc2nncn2C)cc1[N+](=O)[O-]	i	5	0.1	-1.4	-0.7	12	·	3	·
Cn1nc(-c2ccccc2)cc1NC(=O)[C@@H]1O[C@H](CO)[C@H](O)[C@H](O)[C@H]1O	i	-1	·	-1.4	·	13	0.6	2	-1.5
Cc1ccc(C)c(NC(=O)C(Sc2cccc[n+]2[O-])c2ccccc2)c1 (stereo unspecified)	i	-1	-1.3	-4.1	-0.5	-4	-0.1	1	·
COc1ccc(C(CNC(=O)c2ccc(S(=O)(=O)Nc3ccccc3F)cc2)N(C)C)cc1 (stereo unspecified)	-12	-5	1.4	-4.8	33*	5	0.2	-3	-0.7
O=C(CSc1nnc(CNC(=O)c2cccs2)o1)Nc1ccccc1C(F)(F)F	-0.4	-3	-0.4	-1.3	-0.2	0	0.6	-2	0.8
COCCN(Cc1ccc(F)cc1)C(=O)c1cc2ccccc2oc1=O	13	-2	-0.7	-3.9	0.4	-2	-0.3	0	1.7
CCN(CCCNC(=O)COc1cc(=O)n(C)c2ccccc12)c1cccc(C)c1	i	38	-0.1	0.7	-0.6	-13	·	-1	·
O=C(NCc1ccccc1C(F)(F)F)C1CC(c2ccccc2[N+](=O)[O-])=NO1 (stereo unspecified)	i	16	-3.3	-3.6	-0.2	6	1.2	-3	-0.3
CC(=O)COC(=O)C1=NN(c2ccccc2)C(=O)CC1	0.6	-8	-1.3	-1.3	-0.7	0	0.9	2	-1.9
Cc1ccccc1N1CCN(Cc2ccc3c(c2)OCO3)CC1	-0.4	5	-3.1	-0.9	1.1	10	0.4	0	-1.0
CCS(=O)(=O)N1CCC(C(=O)NCc2cccs2)CC1	-15	1	-2.2	-0.4	0.2	6	·	-2	0.3
O=C(O)C1C2C=CC3(O2)C1C(=O)N1c2ccccc2COC13 (stereo unspecified)	i	-4	-1.1	-1.0	2.1	3	·	-1	-1.1
CCOC(=O)C1(Cc2cccc(OC)c2)CCN(C/C=C/c2ccc(OC)cc2)CC1	-0.2	15	-0.4	-4.0	0.8	-6	0.8	-2	-2.0
CCCCn1nc(C(=O)NNC(=O)c2ccncc2)c2ccccc2c1=O	i	0	1.9	-0.7	0.7	11	·	-4	-0.9

Limited to FadD28 binding, Mtb UGM inh and PfHsp40 rescue, for three of the compounds above:
| Structure | FadD28 binding | Mtb UGM inh | PfHsp40 rescue |
| --- | --- | --- | --- |
| COc1ccc(C2NC(=O)NC(C)=C2C(=O)OCC2CCCCC2)cc1OC (stereo unspecified) | -1.0 | 2.1 | -1.1 |
| Cc1cccn2c(=O)c(C=C(C#N)C#N)c(N3CCN(C)CC3)nc12 | 1.3 | 0.3 | -1.7 |
| COc1ccc(CSc2nncn2C)cc1[N+](=O)[O-] | -1.4 | 0.1 | -0.7 |

Other entries.
SMILES	Vc quorum ag	Yp Topo-I inh	Mtb UGM inh	FadD28 binding	PfHsp40 rescue	GDH-TPI inh	TcdB GH inh	FBA Mtb inh	BioA inh
CCC(=O)NC(=S)Nc1cccc(NC(=O)c2ccc(Cl)cc2Cl)c1	i	7	-2.0	0.1	0.6	-1	·	4	-1.1
COc1ccc(/C=C/C(=O)N2CCN(C)CC2)cc1OC	0.7	-2	-2.3	-1.2	0.2	20	1.8	2	-0.3
FC(F)(F)c1cccc(NC(=S)Nc2cccc(NC(=S)Nc3cccc(C(F)(F)F)c3)n2)c1	-0.8	4	1.7	-3.7	0.1	0	0.7	-15	1.5
CCCNC(=O)c1cc2nc(-c3ccccc3)cc(C(F)(F)F)n2n1	-0.1	-3	2.3	2.5	-0.1	5	·	0	0.1
NS(=O)(=O)c1ccc(NC(=O)CN2CCCCC2)cc1	-0.5	-6	2.9	-1.5	-0.2	2	·	0	-0.3
CSc1nccc(N/N=C/c2ccccc2)n1	i	-7	2.6	-3.9	-0.5	13	1.3	-1	-0.7
CC(=O)N(Cc1ccco1)C1(C(=O)NC2CCCCC2)CCCCC1	i	-3	1.5	-2.9	-1.2	-9	·	-2	0.0
COC(=O)C1=C(c2c(C)noc2C)C[C@@H]2CC[C@H]1N2C(=O)N1CCc2cc(OC)c(OC)cc2C1	-5.3	6	-1.7	-4.6	-0.3	4	·	-1	5.4
Cc1ccc(S(=O)(=O)N(C)C)cc1NC(=O)CSc1nnc(C2CC2)n1C1CC1	i	4	-2.2	-0.5	0.9	-4	0.7	0	0.6
CN1CCC(C(=O)C(=O)O)C1=O (stereo unspecified)	i	-4	·	-1.6	-1.8	10	-3.4	4	·
C/C(CC(=O)Nc1ccc(Cl)cc1Cl)=N\NC(=O)c1cnccn1	i	-7	-0.5	0.2	1.2	-1	-1.7	3	·
O=C(Nc1nc(-c2ccc(F)c(F)c2)cs1)c1cc([N+](=O)[O-])ccc1N1CCOCC1	-0.6	-4	-2.7	0.6	0.1	7	·	-2	-1.9
O=S(=O)(O)c1cc(O)c2cc(Nc3ccccc3)ccc2c1	10	-27	·	28*	-0.9	17	-0.6	48*	4.3
CC(C)N1C(=O)N(c2cccc(Cl)c2)C(C)(O)CC1(C)C (stereo unspecified)	0.4	1	-0.5	-0.4	-0.6	-8	-0.4	3	-1.5
COc1ccc(C(O)c2nc(-c3cccs3)cs2)cc1 (stereo unspecified)	i	5	·	-1.2	·	-4	0.8	1	-0.1
COCCNC(=O)CCC1CCN(Cc2cccc(Oc3ccccc3)c2)CC1	-0.2	0	0.0	-1.7	0.4	18	0.0	2	0.4
